S aureus QS inh = S. aureus quorum sensing inhibitors, primary screen, RNAIII-GFP reporter, flow cytometry | inhibition, % at 2 µM | S. aureus RN6390 RNAIII-GFP reporter, AIP-induced, flow cytometry 3 h | 0.3% of 24,000 active | AID 527, 2006;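 active = share of bacteria positive for the green fluorescent reporter and its mean brightness both inhibited by 50% or more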;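 note: 0% = AIP-stimulated control and 100% = unstimulated bacteria without AIP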
S aureus QS inh GFP MFI % = also measured in S aureus QS inh; calls as there; inhibition, %; measured here: inhibition of GFP MFI
Numbers without * were called inactive. A portion of the library. The share of hits here may be higher or lower than overall.

SMILES	S aureus QS inh	S aureus QS inh GFP MFI %
CC(C)(C)NC(=O)CSc1nnc(-c2ccccn2)n1-c1ccccc1	-1	3
Cc1cc(C)c2c(N)c(C(=O)N3CCN(c4ncccn4)CC3)sc2n1	-2	-3
Cc1cc(C)nc(NS(=O)(=O)c2ccc(Br)s2)c1	1	10
Cc1ccc(NS(=O)(=O)c2cn(C)cn2)cc1	4	11
CCOC(=O)N1CCC(Nc2c(-c3ccc(C)c(C)c3)c(=O)c2=O)CC1	-3	-6
CCCN1CCN(CCCNC(=O)Cn2cc3c(n2)CCCC3)CC1	4	24
O=C(O)c1ccc2noc(-c3ccccc3)c2c1	0	-2
Cc1cc(C(=O)Nc2c(F)cc(F)cc2Br)no1	0	6
S=c1nc(-c2ccccc2)n(CCCn2ccnc2)c2c1CCCC2	5	13
COc1ccc(OC)c(C2C(C(N)=O)=C(C)Nc3nc(CCCO)nn32)c1 (stereo unspecified)	-7	-11
O=C(NCc1ccc(F)cc1)c1ccc(CS(=O)(=O)Cc2ccccc2F)o1	4	14
COc1ccc(-c2nnn(CC(=O)c3ccc4c(c3)OCCO4)n2)cc1OC	-2	-8
O=C(CSc1nnc(Cc2cc(=O)[nH]c(=O)[nH]2)n1-c1ccc(F)cc1)NC1CCCC1	-5	-17
COC(=O)c1ccc2c(c1)NC(=O)C1CCCN21 (stereo unspecified)	4	8
COc1ccc(-c2ccc(=O)n(CC(=O)N3CCN(c4ccccc4OC)CC3)n2)cc1	-1	-5
CCOc1c(OC)cccc1C1CC(=O)Nc2cc3c(cc21)OCCO3 (stereo unspecified)	5	30
O=C1CCCN1CN(C(=O)c1ccc2c(c1)OCO2)c1ccc(F)cc1	1	11
CCOCCCNC(=O)C1c2ccccc2C(=O)N2CCc3ccccc3C12 (stereo unspecified)	-5	-43
COc1ccc(Cc2nnn(CC(=O)O)n2)cc1	-5	-16
O=C(NCC1COc2ccccc2O1)C1CCCN(S(=O)(=O)c2cccc3nsnc23)C1 (stereo unspecified)	20	44
CCN(CC)S(=O)(=O)c1ccc(C(=O)NC2=C(C(=O)OC)SCC2)cc1	-1	-14
COc1ccc(C2CC(=O)c3c([nH]c(C(=O)OC(C)C)c3C)C2)cc1OC (stereo unspecified)	-2	-21
CCC(C)N=C1SCC(C)(/C=N/O)S1 (stereo unspecified)	0	-11
CCC(=O)N1CCN=C1SCc1ccc(Cl)cc1	-1	-13
CCn1c(=O)c2cc(C(=O)N3CCOCC3)sc2c2ccccc21	-5	-16
More structures
SMILES	S aureus QS inh	S aureus QS inh GFP MFI %
O=C(C1CCCN(S(=O)(=O)c2cccs2)C1)N1CCC(N2CCCCC2)CC1 (stereo unspecified)	-4	-4
CC(C)(C)N1C(=O)c2ccc(C(=O)O)cc2C1=O	-1	-6
O=C(c1cc(C2CC2)on1)N1CCN(c2ccc(F)cc2)CC1	-4	-6
O=C(CN1C(=O)C2(OCCO2)c2ccccc21)c1ccc(Br)cc1	1	5
CCCCCOC(=O)Cn1c(=O)oc2ccccc21	-1	-3
CCN(CCCNC(=O)CN(C)S(=O)(=O)c1ccc2c(c1)CCC(=O)N2)c1cccc(C)c1	-4	-19
CCOc1cc2[nH]c(=O)n(CCC(=O)N3CCN(c4ccccc4OC)CC3)c(=O)c2cc1OCC	-1	12
CCOc1ccccc1N(C(=O)c1ccco1)C(C(=O)NC1CCCC1)c1cccnc1 (stereo unspecified)	-2	-4
CCCCN(Cc1cc2cc(OC)ccc2[nH]c1=O)C(=O)c1ccccn1	1	5
O=C(CCCCn1c(=O)[nH]c2ccccc2c1=O)NCCC1=CCCCC1	-11	-19
Cc1c(C(=O)NCCCN2CCCC2=O)oc2ccc(S(=O)(=O)N3CCOCC3)cc12	-6	-16
C[C@@H]1C[C@H]2[C@@H]3C[C@H](F)C4=CC(=O)C=C[C@]4(C)[C@@]3(F)[C@@H](O)C[C@]2(C)[C@@]1(O)C(=O)CO	-5	-11
COc1ccc(-n2nnc3c(SCC(=O)N4CCCc5ccccc54)ncnc32)cc1	4	40
COc1ccc(NC(=O)COc2nsnc2N2CCCCC2)cc1	5	6
CCOC(=O)c1nc2sc(C)c(C)c2c(=O)[nH]1	0	8
CCCc1cc(C(=O)Nc2ccccc2SC)no1	0	2
CCn1ncc(C2=NOC(C(=O)NCc3ccc(OC)cc3)C2)c1C (stereo unspecified)	-11	-11
O=C(NCCN1CCOCC1)c1csc2c1CCCC2	1	21
CCc1nn(C(C)C(=O)N2CCc3ccccc3C2)c(=O)c2cc3occc3n12 (stereo unspecified)	1	5
CC(=O)O[C@]1(C(C)=O)CC[C@H]2[C@@H]3C[C@H](C)C4=CC(=O)CC[C@]4(C)[C@H]3CC[C@@]21C	-2	-23
Cc1cccc(Cn2c(=O)n(CCCC(=O)NCc3ccco3)c(=O)c3ccccc32)c1	11	33
Cc1ccc2nc(NC(=O)C3CCCN(S(=O)(=O)c4cccnc4)C3)sc2c1 (stereo unspecified)	-1	2
COc1ccc(CCNC(=O)C2CCC(CNc3c(N4CCCC4)c(=O)c3=O)CC2)cc1OC (stereo unspecified)	-4	-18
c1coc(Cn2nnnc2CN2CCN(C3CCCC3)CC2)c1	-2	-12
CCOc1cccc(OCCCCn2ccnc2)c1	-4	-17
New compounds follow:
SMILES	S aureus QS inh	S aureus QS inh GFP MFI %
COc1ccccc1NC(=O)CSc1nnc(Cc2cccn2C)n1-c1ccc(F)cc1	-4	-15
COCCCNC(=O)CC1Oc2ccccc2NC1=O (stereo unspecified)	0	3
Cc1ccc(-n2c(=O)c3sccc3n(CC(=O)NCc3ccco3)c2=O)cc1	-2	-14
Cn1c(=O)c2c(nc(SCc3nn[nH]n3)n2Cc2ccccc2F)n(C)c1=O	-6	0
Cc1c(NC(=O)c2cc(-c3ccc4c(c3)OCO4)on2)c(=O)n(-c2ccccc2)n1C	-2	-2
Cc1cccc(NS(=O)(=O)c2cccc3cccnc23)n1	-10	-52
O=C(CCc1ccccc1)Nc1ccncc1	-1	-3
CCOc1ccc(Nc2nc(Cc3nnc(SCC(N)=O)o3)cs2)cc1	-2	-4
CCN(CC)CC(C)CNC(=O)CC(C(=O)N1CCc2ccccc21)n1ccnc1 (stereo unspecified)	-1	-2
CCc1ccc(C2CC(c3ccc(C)cc3)n3nc(N)nc3N2)cc1 (stereo unspecified)	2	18
COc1ccc(C(=O)COC(=O)CCn2nnc(-c3cccs3)n2)cc1	-1	-4
Cn1c(=O)oc2cc(S(=O)(=O)N3CCC(C(=O)N4CC=C(c5ccccc5)CC4)CC3)ccc21	-6	-38
COc1ccc(CCNc2oc(COc3ccccc3Cl)nc2C#N)cc1OC	0	11
COC(=O)CSc1nnc(CNC(=O)c2ccc(OC)cc2OC)n1C	1	52
COc1cccc(C(=O)Nc2ccc(N(C)C)cc2)c1OC	-3	-18
CC(=O)C1=C(O)C(=O)N(CCN2CCOCC2)C1c1ccc(N(C)C)cc1 (stereo unspecified)	-1	-15
Cc1ccc(C(=O)CSc2n[nH]c(-c3ccco3)n2)cc1C	0	4
COc1cccc(NC(=O)N2CCC(N3CCCCC3)CC2)c1	1	28
COc1ccc(NC(=O)CN2CCN(S(=O)(=O)c3ccc(Cl)cc3)CC2)cc1	0	3
CSCCC(NC(=O)C1CCC(C)CC1)C(=O)O (stereo unspecified)	0	38
CN(C)c1cccc(NC(=O)CCc2ccccc2)c1	-1	-41
CC(=O)N1CCc2cc(S(=O)(=O)NCCN3CCC(C)CC3)ccc21	-2	-24
CC(=O)c1cccc(N(CC(=O)N2CCCC2)S(C)(=O)=O)c1	-6	-14
CCOC(=O)N1CCN(C(=O)CN(C2CCCCC2)S(=O)(=O)c2ccc(F)cc2)CC1	0	5
NC(=O)c1c(NC(=O)CSc2nnc(-c3ccco3)n2-c2ccccc2)sc2c1CCC2	0	-2
Going on with the list:
SMILES	S aureus QS inh	S aureus QS inh GFP MFI %
Cc1cc(C(F)F)n2nc(C(=O)Nc3ccc(S(=O)(=O)N4CCCCCC4)cc3)nc2n1	0	34
O=c1[nH]nnc2c1sc1nc(N3CCOCC3)c3c(c12)CCCC3	-8	-12
Cc1ccc(NS(=O)(=O)c2cccc(C(=O)Nc3cc(C)on3)c2)cc1	0	-2
O=C(NCC1CCCO1)c1nn2c(c1Cl)NC(c1ccc(F)cc1)CC2C(F)(F)F (stereo unspecified)	-11	-26
Cc1cc(C)c2ccc(N)nc2c1O	-13	-19
COC(=O)c1cn[nH]c1N	-2	-4
CC(=O)c1sc(Nc2nc3ccc(F)cc3s2)nc1C	-3	-30
COc1nc(OC)nc(N2CCC(C(=O)NCc3cccs3)CC2)n1	0	12
CCOCCCNC(=O)CS(=O)(=O)Cc1nc(-c2cccc(OC)c2)oc1C	2	8
N#Cc1nc(COc2ccccc2)oc1NCCN1CCOCC1	-2	-11
COc1ccc(S(=O)(=O)Nc2ccc3c(c2)COC3=O)cc1OC	-4	-17
O=C(CN1C(=O)c2ccccc2S1(=O)=O)NC1CC2CCC1C2 (stereo unspecified)	4	17
Cc1cccc(NC(=O)c2cc(NC(=O)c3ccco3)ccc2Cl)n1	0	-2
CCN1CCN(S(=O)(=O)c2ccc(S(=O)(=O)N(CC)Cc3ccccc3)cc2)CC1	-1	-13
Cc1cc(C)cc(N(CC(=O)N2CCN(Cc3ccccc3)CC2)S(=O)(=O)c2c(C)noc2C)c1	-8	-20
Cc1sc2ncn(CC(=O)NCCCC(=O)N3CCN(c4ccccn4)CC3)c(=O)c2c1C	-2	-16
CCOC(=O)c1nnsc1NC(C)=O	1	4
CCn1cc(C(=O)N2CCCC2)c(=O)c2cc(S(=O)(=O)N3CCOCC3)ccc21	-1	-4
COc1ccc(C(=O)NCCn2cc(SCC(=O)N3CCOCC3)c3ccccc32)cc1	0	-35
CC(=O)c1cc(Cl)ccc1OC(=O)c1ccco1	-1	-8
CCOc1cc(-c2nc(-c3ccc(C)nc3OCC)no2)cc(OCC)c1OCC	2	18
O=C(NCc1ccc(F)cc1)C1C2C=CC3(CN(Cc4cccnc4)C(=O)C13)O2 (stereo unspecified)	0	1
O=c1[nH]c2ccc(S(=O)(=O)NCc3ccccn3)cc2s1	0	3
CCCc1cc(C(=O)Nc2cccnc2)no1	-5	-21
CN(CCNC(=O)CCNC(=O)Cn1ccc2ccccc2c1=O)Cc1ccccc1	0	3
New compounds follow:
SMILES	S aureus QS inh	S aureus QS inh GFP MFI %
COc1ccc(N2CCN(C(=O)c3cc4c(-c5cccc(OC)c5)nn(C)c4s3)CC2)cc1	16	53
COCCNS(=O)(=O)c1ccc(-c2ccc(S(=O)(=O)NCCOC)cc2)cc1	8	14
CCCc1nnc(SCC(=O)N2CCOCC2)n1Cc1ccco1	0	7
O=C(CN1C(=O)CC(c2ccco2)Sc2ccccc21)NCC1CCCO1 (stereo unspecified)	19	27
Cc1cccc(N(C)C(=O)CCS(=O)(=O)c2cccc3nonc23)c1	0	-9
COc1cccc(-c2cc(C(=O)N3CCCCC3C)no2)c1 (stereo unspecified)	7	13
Cc1[nH]c(=O)[nH]c(=O)c1S(=O)(=O)NCC12CC3CC(CC(C3)C1)C2	0	4
CCOc1ccc(-n2c(Cc3cc(=O)[nH]c(=O)[nH]3)nnc2SCC)cc1	-1	1
CCCCN(CCCC)S(=O)(=O)c1ccc(OC)c2ncccc12	1	1
CCOc1ccc(NC(=O)c2oc3ccccc3c2NC(=O)C2CC2)cc1	-11	-12
Oc1cccc(C=NCc2ccccc2)c1O	-1	-5
COc1ccccc1S(=O)(=O)Cc1ccc(C(=O)N2CCN(c3ccc(C)cc3)C(C)C2)o1 (stereo unspecified)	5	8
Cc1cc2nc(-c3ccco3)cc(C(F)(F)F)n2n1	0	-3
CCOC(=O)C1CCCN(C(=O)CNS(=O)(=O)c2ccc(Br)s2)C1 (stereo unspecified)	0	1
O=C(CN1C(=O)CCS(=O)(=O)c2ccccc21)NCc1ccccc1	3	22
COc1ccccc1Nc1nc2ccccc2[nH]1	-1	0
COCCn1c(SCC(=O)c2ccccc2)nc2c(c1=O)SC(C)C2 (stereo unspecified)	0	24
CCOC(=O)N1CCN(c2c(NCCc3ccc(OCC)c(OCC)c3)c(=O)c2=O)CC1	-2	-11
CCCCSCCCNC(=O)Nc1cccc(OC)c1	-1	-7
CCOC(=O)c1cnc(C(C)(C)C)[nH]c1=O	7	18
Cn1nnnc1SCC(=O)Nc1ccccc1-c1ccccc1	0	2
CCOC(=O)CC(NC(=O)c1ccco1)c1ccccc1Cl (stereo unspecified)	3	19
CC(=O)N1CCc2cc(S(=O)(=O)CCC(=O)Nc3cccc(F)c3)ccc21	2	8
O=C(CC1Oc2ccccc2NC1=O)NCCCN1CCN(C2CCCCC2)CC1 (stereo unspecified)	0	-2
CCOc1ccc(NC(=O)CSc2nnc(COc3c(C)cccc3C)o2)cc1	0	7
Nc1nc(C(=O)N2CCOCC2)nn1S(=O)(=O)c1ccc(Cl)cc1	0	-37

15 successive compounds from above:
SMILES	S aureus QS inh	S aureus QS inh GFP MFI %
CC(C)(C)NC(=O)CSc1nnc(-c2ccccn2)n1-c1ccccc1	-1	3
Cc1cc(C)c2c(N)c(C(=O)N3CCN(c4ncccn4)CC3)sc2n1	-2	-3
Cc1cc(C)nc(NS(=O)(=O)c2ccc(Br)s2)c1	1	10
Cc1ccc(NS(=O)(=O)c2cn(C)cn2)cc1	4	11
CCOC(=O)N1CCC(Nc2c(-c3ccc(C)c(C)c3)c(=O)c2=O)CC1	-3	-6
CCCN1CCN(CCCNC(=O)Cn2cc3c(n2)CCCC3)CC1	4	24
O=C(O)c1ccc2noc(-c3ccccc3)c2c1	0	-2
Cc1cc(C(=O)Nc2c(F)cc(F)cc2Br)no1	0	6
S=c1nc(-c2ccccc2)n(CCCn2ccnc2)c2c1CCCC2	5	13
COc1ccc(OC)c(C2C(C(N)=O)=C(C)Nc3nc(CCCO)nn32)c1 (stereo unspecified)	-7	-11
O=C(NCc1ccc(F)cc1)c1ccc(CS(=O)(=O)Cc2ccccc2F)o1	4	14
COc1ccc(-c2nnn(CC(=O)c3ccc4c(c3)OCCO4)n2)cc1OC	-2	-8
O=C(CSc1nnc(Cc2cc(=O)[nH]c(=O)[nH]2)n1-c1ccc(F)cc1)NC1CCCC1	-5	-17
COC(=O)c1ccc2c(c1)NC(=O)C1CCCN21 (stereo unspecified)	4	8
COc1ccc(-c2ccc(=O)n(CC(=O)N3CCN(c4ccccc4OC)CC3)n2)cc1	-1	-5

Source: PubChem BioAssay
